Source: PubChem (Sanford-Burnham Center for Chemical Genomics)
697 NFkB inh: inhibitors of the PMA/ionomycin-induced NF-kB reporter in 697 B cells. 697 B-cell NF-kB luciferase reporter, 16 h. inhibition, % at 4 µM. 0.33% of 330,000 active. AID 435022; in the data active = inhibition above about 35%
CHOP UPR activ: apoptotic UPR (CHOP) activation | activation, % at 10 µM | AID 449763 | 0.34% of 330,000 active | CHO-CHOP luciferase reporter, luminescence; percent of tunicamycin response over DMSO baseline;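 active = at 10 µM dose, activation of 40% or more, normalized to positive control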;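 also: 100% = tunicamycin at 10 µg/mL and 0% = DMSO alone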
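Test system: CHO-CHOP cells, stable luciferase reporter of PERK-eIF2a-CHOP signalling | Quantity: 500 CHO-CHOP cells per well | Buffer or medium: F12 plus 10% serum | Compound dosing: 10 µM single point, 0.5% DMSO | Schedule: 6 h compound treatment, 37 °C | Signal: Luciferase luminescence | Control set: Tunicamycin high control, DMSO low control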
tim10-1 inh: inhibits growth of tim10-1 mutant yeast; inhibition, % at 20 µM; 2.2% of 330,000 active; S. cerevisiae tim10-1 ts strain growth, BacTiter-Glo, 24 h; AID 463190;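 active = inhibition of at least 40%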;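 also: mutant grown at 25 °C; 0% = DMSO wells with yeast and 100% = wells holding no yeast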
tim23-1 inh: inhibits growth of tim23-1 mutant yeast | inhibition, % at 20 µM | S. cerevisiae tim23-1 growth, BacTiter-Glo luminescence, 24 h | 1.3% of 330,000 active;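 active = growth inhibition of the mutant yeast at or above 50%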;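 also: temperature-sensitive mutant grown at 25 °C; plate controls were DMSO-treated mutant yeast for no effect and medium wells lacking yeast for full effect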
TIM10 inh: growth inhibitors of TIM10 yeast strain. 1.4% of 330,000 active. S. cerevisiae TIM10 strain growth, BacTiter-Glo luminescence, 24 h. inhibition, % at 10 µM. AID 463195;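 active = inhibition of 40% or more at the single tested concentration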;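 also: wild-type TIM10 isogenic control strain grown at permissive 25 °C; 0% = DMSO yeast wells and 100% = minimal medium wells without yeast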
UPR XBP1 act: adaptive UPR (XBP1) activation; CHO-XBP1 luciferase reporter, IRE1-XBP1 UPR activation, luminescence; percent of tunicamycin response, DMSO as zero; activation, % at 20 µM; 0.33% of 330,000 active; AID 463104;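 active = versus positive control, 20 µM dose yields 30% or more activation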;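 also: 100% = tunicamycin at 10 µg/mL and 0% = DMSO only wells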
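Assay system: CHO-XBP1 luciferase reporter cells; Schedule: 6 h treatment, 37 °C; Detection: glow luminescence from Steady-Glo reagent; Benchmarks: high control tunicamycin 10 µg/mL final, low control DMSO vehicle only.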
Jurkat NFkB inh: inhibitors of the PMA/ionomycin-induced NF-kB reporter in Jurkat cells | 0.53% of 330,000 active | PMA/ionomycin-induced NF-kB luciferase reporter, luminescence | inhibition, % at 4 µM | AID 435003; in the data active = inhibition above about 50%
Mdm2 MdmX PPI: human Mdm2/MdmX binding inhibition; 3% of 330,000 active; SaOS-2 split-luciferase Mdm2/MdmX complementation, luminescence; O15151+Q00987; inhibition, % at 8 µM;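 active = inhibition of at least 50% at 8 µM in the primary screen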
Target sequence (O15151 whole entry, looked up): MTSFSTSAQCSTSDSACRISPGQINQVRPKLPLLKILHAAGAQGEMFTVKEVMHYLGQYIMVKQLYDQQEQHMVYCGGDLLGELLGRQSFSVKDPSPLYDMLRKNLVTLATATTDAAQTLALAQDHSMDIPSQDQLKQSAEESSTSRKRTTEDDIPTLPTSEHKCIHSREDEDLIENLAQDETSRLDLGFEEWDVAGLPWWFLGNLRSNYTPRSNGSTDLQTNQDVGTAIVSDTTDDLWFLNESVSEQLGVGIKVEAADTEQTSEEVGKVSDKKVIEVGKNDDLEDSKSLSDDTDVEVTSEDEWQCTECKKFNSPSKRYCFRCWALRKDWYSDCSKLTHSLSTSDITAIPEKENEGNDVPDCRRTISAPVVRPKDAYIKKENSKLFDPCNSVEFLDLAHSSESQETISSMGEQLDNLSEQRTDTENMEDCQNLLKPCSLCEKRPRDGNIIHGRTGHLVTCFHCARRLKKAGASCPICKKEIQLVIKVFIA
Target sequence (Q00987 whole entry, looked up): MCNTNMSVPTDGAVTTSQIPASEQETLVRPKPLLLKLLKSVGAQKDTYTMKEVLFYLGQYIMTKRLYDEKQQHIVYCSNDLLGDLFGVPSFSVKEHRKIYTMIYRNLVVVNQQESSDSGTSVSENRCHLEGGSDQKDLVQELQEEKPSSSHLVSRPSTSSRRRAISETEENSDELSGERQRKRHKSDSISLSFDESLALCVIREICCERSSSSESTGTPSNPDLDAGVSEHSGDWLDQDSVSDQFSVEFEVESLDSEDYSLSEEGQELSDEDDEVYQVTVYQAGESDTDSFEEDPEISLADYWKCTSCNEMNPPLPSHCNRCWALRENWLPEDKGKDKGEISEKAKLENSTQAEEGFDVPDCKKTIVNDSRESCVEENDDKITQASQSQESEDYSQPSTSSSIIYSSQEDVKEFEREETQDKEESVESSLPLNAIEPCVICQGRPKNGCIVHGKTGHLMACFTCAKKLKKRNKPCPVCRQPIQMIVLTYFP
* marks the source's active call; other numbers are inactive results. Rows are unselected; about 6.6% have a hit in one of these screens.

Compound	697 NFkB inh	CHOP UPR activ	tim10-1 inh	tim23-1 inh	TIM10 inh	UPR XBP1 act	Jurkat NFkB inh	Mdm2 MdmX PPI
CCOc1ccc(NC(=O)CN2C(=O)COc3ccc(S(=O)(=O)N4CCCCC4)cc32)cc1	-7.4	0.0	0.3	1.6	14.9	-4.4	2.1	14.3
CCOc1ccc(NC(=O)C(=S)NC2CCCCC2)cc1	-33.1	4.1	15.5	15.2	-14.5	2.7	-72.4	-64.8
O=C1NCC(c2ccccc2)C1C(=O)N/N=C\c1ccc(-c2ccc(Cl)c(Cl)c2)o1 (stereo not drawn)	12.9	-0.3	4.9	2.7	15.6	-7.7	11.0	19.0
CCCN1CCC(=O)N(CCSc2ccc(C)cc2)CC1	-5.7	1.1	1.6	18.6	14.6	2.7	-23.1	-6.2
CCN(CC)S(=O)(=O)c1ccc(N2CCCC2)c(NC(=O)C2CSC3(C)CCC(=O)N23)c1 (stereo not drawn)	20.7	1.2	5.1	10.2	2.9	15.4	20.5	-2.0
CCCCN(C(=O)c1ccc(-c2ccc(Cl)cc2)o1)c1c(N)n(CCCC)c(=O)[nH]c1=O	-14.5	2.8	18.4	24.8	17.1	2.8	-1.6	3.5
CC1CCCC(C)N1C(=O)c1cc(-c2cccs2)on1 (stereo not drawn)	-60.0	3.3	22.8	24.8	2.9	10.9	-46.8	-27.4
COc1ccc(-c2cc3ccccc3n2CC(O)CN2CCOCC2)cc1 (stereo not drawn)	9.6	-1.3	21.1	22.7	23.6	-1.0	-2.0	2.3
CC(NCC(O)COc1ccc(S(=O)(=O)N2CCOCC2)cc1)c1ccccc1 (stereo not drawn)	10.0	-0.1	-1.5	-1.9	-20.1	-3.5	-8.6	20.0
O=C1C=C(NC2CCCC2)CC(c2ccccc2)C1 (stereo not drawn)	6.9	-1.6	20.0	8.6	-7.1	1.8	-19.0	-0.4
O=C(NC1CCCCC1)Nn1c(-c2ccccc2)nc2ccccc2c1=O	-18.9	0.0	15.2	0.0	8.0	-0.8	9.9	-6.9
CCN(CC)c1ccc(CNc2nc3ccccc3n2C(C)C)cc1	12.5	0.3	6.3	16.4	8.4	-1.1	8.5	13.0
COCCCN(Cc1ccco1)C(=O)CSc1nc2ncccc2[nH]1	11.3	0.0	8.8	-12.8	-6.4	-3.7	8.8	19.4
Cc1ccc(C(=O)NNC(=O)Cn2nnc3ccccc32)cc1	-16.7	-0.6	4.2	-6.4	-4.4	2.2	-1.7	-15.2
CCOc1ccc(C(c2c(O)nc(SC)n(C)c2=O)c2c(O)nc(SC)n(C)c2=O)cc1	5.2	-1.9	9.6	7.7	-0.7	-3.9	-1.7	10.1
O=C1N[C@@H](Cc2ccccc2)C(=O)N2CCC[C@@H]12	5.4	-0.7	6.5	6.6	-5.6	-2.3	-2.0	4.7
Cc1cc(C)c(C)c(S(=O)(=O)N2CCN(C(=O)c3ccccc3OCc3c(C)noc3C)CC2)c1C	-11.3	0.1	24.2	20.8	15.3	2.2	2.4	-2.2
O=C(CSc1ncccn1)NCc1ccc2c(c1)OCO2	6.8	1.1	-7.3	10.2	-12.3	3.2	-13.1	-3.0
CCOCC(=O)Nc1ccc(C(=O)Nc2ccccc2Cl)cc1	6.9	2.1	7.3	1.2	3.5	-0.5	-3.1	-29.6
Cc1ccc(N(C)S(=O)(=O)c2ccc(-c3ccc(=O)[nH]n3)s2)cc1C	-16.9	3.5	-8.3	-3.5	-10.1	0.3	-5.2	17.2
CCN1CCN(c2cc(C)c3cc(NC(=S)N4CCN(c5ccccc5)CC4)ccc3n2)CC1	-20.4	3.6	18.3	14.6	-0.6	0.8	-15.2	100.3*
[O-]/[N+](=C\c1cccc(Br)c1)c1ccccc1	-2.4	0.1	7.8	-5.9	10.3	-1.5	14.9	20.9
COc1cccc(N2CCN(CC(=O)Nc3nc4c(s3)CC(C)CC4)CC2)c1 (stereo not drawn)	-13.0	1.3	40.2*	37.0	40.4*	-1.9	-2.6	-5.9
COCC(C)NC(=O)c1cc(-c2ccc(OC)c(OC)c2)on1 (stereo not drawn)	-1.6	-1.6	14.8	-1.8	6.0	-1.0	0.2	24.8
CC(=O)Nc1ccc(S(=O)(=O)N(Cc2ccccc2)c2ccccc2)cc1	4.6	1.0	12.5	-2.7	4.1	-1.2	-7.8	1.9

Sorted by molecular weight (ascending): part of the list above.
Compound	697 NFkB inh	CHOP UPR activ	tim10-1 inh	tim23-1 inh	TIM10 inh	UPR XBP1 act	Jurkat NFkB inh	Mdm2 MdmX PPI
CC(=O)Nc1ccc(S(=O)(=O)N(Cc2ccccc2)c2ccccc2)cc1	4.6	1.0	12.5	-2.7	4.1	-1.2	-7.8	1.9
CC(NCC(O)COc1ccc(S(=O)(=O)N2CCOCC2)cc1)c1ccccc1 (stereo not drawn)	10.0	-0.1	-1.5	-1.9	-20.1	-3.5	-8.6	20.0
CCN1CCN(c2cc(C)c3cc(NC(=S)N4CCN(c5ccccc5)CC4)ccc3n2)CC1	-20.4	3.6	18.3	14.6	-0.6	0.8	-15.2	100.3*

(cont.)
Compound	697 NFkB inh	CHOP UPR activ	tim10-1 inh	tim23-1 inh	TIM10 inh	UPR XBP1 act	Jurkat NFkB inh	Mdm2 MdmX PPI
O=C(Nc1ccc([N+](=O)[O-])cc1)Nc1ccon1	19.8	-0.4	-2.8	-3.4	10.0	9.2	63.0*	66.2*
Cc1ccc[n+](C(C)C(=O)c2ccc(Cl)cc2)c1 (stereo not drawn)	1.1	-1.6	-0.3	5.3	-3.5	-0.2	0.5	18.6
COCCN1Cc2cccc(C(=O)NC3CCCCCC3)c2C1=O	23.8	0.6	19.9	20.6	11.7	-1.6	-1.2	7.7
COC(=O)c1cccc([N+](=O)[O-])c1CN1CCCC(C(N)=O)C1 (stereo not drawn)	18.6	-1.0	-4.9	9.1	-24.1	2.5	-0.8	6.4
COc1cccc(C(=O)Nc2ccc(NC(=O)c3cc4ccccc4o3)c(OC)c2)c1	-39.5	6.6	3.8	11.7	-5.6	0.3	12.3	8.3
O=C(CCc1n[nH]c(=O)[nH]c1=O)N/N=C/c1ccc(Br)o1	4.7	-2.4	11.2	-4.3	9.2	0.8	3.5	-10.5
CC(Nc1ccc(F)cc1)=[N+](C)CCNS(=O)(=O)c1ccc(Cl)cc1	17.6	-0.5	9.5	15.1	2.6	-3.3	6.9	3.4
CCOc1ccc(S(=O)(=O)NCCC(=O)NCCCSc2ccccc2)cc1	-10.3	-1.1	-10.2	-12.3	1.8	-1.4	13.8	-3.6
O=C(Nc1ccc(C(F)(F)F)cc1)c1ccccc1-n1cnnn1	16.3	0.1	7.1	20.9	10.7	1.7	15.7	-0.3
S=c1nc2ccccc2c2nc(-c3ccccc3Br)[nH]n12	5.6	-1.3	9.1	-21.8	1.2	0.6	-12.2	8.5
O=C(CCC(=O)N1CCOc2ccccc21)NCCCc1ccccc1	19.0	-1.0	-6.2	1.1	-15.6	-3.3	-11.0	9.8
CC(=O)N1CCC(N(C(=O)Nc2c(F)cccc2F)C(C)C)CC1	21.9	0.8	7.8	9.0	5.5	-3.2	-6.5	-23.6
Oc1ccc(Nc2nc(-c3ccc(O)cc3)cs2)cc1	25.7	5.4	24.9	13.4	17.1	12.2	-1.2	-6.1
COc1ccc(C(=O)NNC(=O)CSc2nnc(COc3ccccc3OC)n2C)cc1	8.7	-1.0	-7.7	0.1	9.3	1.9	1.0	-12.0
Cc1ccc(NC(=O)Cc2ccccc2)c(C)c1	7.1	2.0	-4.9	4.4	12.0	-1.5	3.7	11.6
Cc1cccc(NC(=O)C2CCCC2)c1	2.0	-1.6	8.7	26.0	2.1	1.1	-10.2	-21.8
CCOC(=O)C1C(=O)N(C(=O)c2ccc(OC)cc2)CC1c1ccccc1 (stereo not drawn)	12.6	2.7	10.8	12.2	6.0	-1.0	1.3	0.6
C=CCC(CC=C)(NC(=O)c1ccccc1C)c1ccccc1	11.2	-0.6	17.4	9.9	26.2	-2.6	4.9	-10.0
Cc1cc(OCC(=O)Nc2cccc(S(=O)(=O)N3CCCC3)c2)ccc1Cl	0.3	0.4	29.5	27.6	17.7	-2.3	-1.7	17.5
COc1ccc(CCNC(=O)CSc2nnc3ccc(-c4ccccn4)nn23)cc1OC	-6.7	-0.9	6.9	2.8	-1.2	-3.6	12.6	19.0
O=C(CCCn1cncn1)N1CCCC(N2CCN(c3ccc(F)cc3)CC2)C1 (stereo not drawn)	10.9	2.4	3.3	10.9	-2.9	-3.9	-5.4	22.0
CC(NCc1cccs1)C(=O)NC1CCCCC1 (stereo not drawn)	1.2	-1.7	-8.0	3.3	7.4	-2.3	-0.6	5.5
CCc1nnc(NC(=O)c2sc3nc4cc(C)ccc4cc3c2N)s1	2.4	-1.6	31.8	29.5	14.5	3.1	-6.2	3.3
COCc1ccc2oc(C(=O)O)cc2c1	17.4	-2.9	-1.1	4.7	-7.7	-0.9	-14.6	5.5
COc1ccc(N2CCN(C(=O)c3ccc(CNS(=O)(=O)c4cccc(OC)c4)cc3)CC2)cc1	-27.6	-1.0	18.5	6.8	8.3	-1.0	-4.6	25.3
Cc1cc(C(=O)NC2=NCCS2)cs1	-74.1	0.0	7.8	17.0	26.6	-1.8	-85.4	-62.9
C[n+]1ccn(CC(=O)c2ccc(Cl)cc2)c1	11.9	0.2	8.4	26.9	1.0	-0.9	9.8	-10.1
CCCCCCn1nc(C(=O)Nc2nc3c(s2)CCCC3)c2ccccc2c1=O	15.7	2.4	18.4	13.5	16.3	0.4	3.6	27.2
CCN(CC)S(=O)(=O)c1cccc(C(=O)NNC(=O)C2=NN(c3ccccc3)C(=O)CC2)c1	2.8	1.8	15.3	15.6	-2.9	-6.3	1.6	30.8
COCCN(C(=S)Nc1cc(C)cc(C)c1)C(C)c1ccco1 (stereo not drawn)	1.5	-2.8	22.3	31.9	25.4	-0.6	-10.8	-1.6
O=C(COc1ccccc1)NCCSCc1ccccc1Cl	3.3	3.0	-10.7	32.5	-7.6	1.2	-10.2	-35.7
Cc1c(O)ccc(C(=O)CN2C(=O)c3ccccc3C2=O)c1O	-24.5	1.3	28.2	32.2	21.7	1.8	-6.1	19.2
Cc1ccc(NCC(=O)Nc2cccc(S(=O)(=O)N(C)C)c2)cc1S(=O)(=O)N1CCCCCC1	-63.1	-0.4	-1.3	4.7	4.6	-1.5	12.4	16.3
CC(C(=O)O)n1cc(Cl)cn1 (stereo not drawn)	6.4	-0.4	6.5	9.4	-6.7	-0.1	-6.2	-4.5
N#Cc1c(NC(=O)C2CC(c3ccccc3O)=NO2)sc2c1CCC2 (stereo not drawn)	14.2	-1.0	3.6	16.8	8.3	-1.8	1.9	-5.8
CCC(C)Sc1nc2c(c(=O)n1C)SC(C)C2 (stereo not drawn)	-23.5	-0.2	-5.7	-4.3	-22.5	-0.7	-4.3	5.8
C/C=C/C(=O)OCC(=O)Nc1ccc(SC(F)F)cc1	-1.0	-1.0	25.2	26.2	9.5	1.2	-2.8	14.6
CC1C(=O)CCN(C(C)C)C1C (stereo not drawn)	12.1	0.6	-12.3	-0.5	-9.0	-3.2	12.2	15.3
C=C(C)CSc1nnc(-c2ccccc2)n1N	-2.6	3.8	20.7	-1.8	-15.7	1.4	-10.7	-16.8
COc1cc(/C=C2/C(=O)NN(c3ccc(Cl)cc3)C2=O)cc(Br)c1O	6.9	4.6	-80.1	18.5	-8.3	0.0	24.7	9.1
Cc1nn(CC#N)c(=O)n1-c1ccccc1	10.2	0.9	5.1	14.2	2.6	0.4	-0.2	24.2

Some entries already given, limited to tim23-1 inh, Jurkat NFkB inh and CHOP UPR activ.
molecule | tim23-1 inh | Jurkat NFkB inh | CHOP UPR activ
C[n+]1ccn(CC(=O)c2ccc(Cl)cc2)c1 | 26.9 | 9.8 | 0.2
O=C(COc1ccccc1)NCCSCc1ccccc1Cl | 32.5 | -10.2 | 3.0
